# IDH1 R132H inh: qHTS for Inhibitors of mutant isocitrate dehydrogenase 1 (IDH1): qHTS; Isocitrate dehydrogenase [NADP] cytoplasmic (Homo sapiens), O75874; IDH1-R132H enzyme, NADPH consumption, diaphorase/resazurin fluorescence; Potency, µM (highest dose often 76.6 µM), inactives show top-dose activity change, negative = inhibition, most hits filed as inhibitors; actives 0.093% (n = 390,000); AID 602179, 2012; note: potency is the fitted concentration of half-maximal effect; % is set by controls: 0 for no effect and ±100 for the full control effect; nearly all actives have a fitted effect of over 65% in size
#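 IDH1-R132H (0.5 ug/mL dispensed) in pH 7.5 Tris buffer was preincubated 30 min with compound, then given a substrate mix of 0.016 mM NADPH and 2 mM alpha-KG for 80 min at room temperature; remaining NADPH was read by diaphorase/resazurin fluorescence.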
# Tb PGK inh: qHTS Assay to Find Inhibitors of Phosphoglycerate Kinase | Potency, µM (top dose mostly 57.5 µM), for inactives: at the top dose activity change, negative = inhibition, usual class: inhibitors | actives 0.043% (n = 380,000) | Phosphoglycerate kinase, glycosomal (Trypanosoma brucei brucei), P07378 | PGK/GAPDH coupled, Kinase-Glo luminescence, 60 min; note: potency is the fitted concentration of half-maximal effect; % is set by controls: 0 for no effect and ±100 for the full control effect; nearly all actives have a fitted effect of over 60% in size
# Target sequence (P07378 whole entry, looked up): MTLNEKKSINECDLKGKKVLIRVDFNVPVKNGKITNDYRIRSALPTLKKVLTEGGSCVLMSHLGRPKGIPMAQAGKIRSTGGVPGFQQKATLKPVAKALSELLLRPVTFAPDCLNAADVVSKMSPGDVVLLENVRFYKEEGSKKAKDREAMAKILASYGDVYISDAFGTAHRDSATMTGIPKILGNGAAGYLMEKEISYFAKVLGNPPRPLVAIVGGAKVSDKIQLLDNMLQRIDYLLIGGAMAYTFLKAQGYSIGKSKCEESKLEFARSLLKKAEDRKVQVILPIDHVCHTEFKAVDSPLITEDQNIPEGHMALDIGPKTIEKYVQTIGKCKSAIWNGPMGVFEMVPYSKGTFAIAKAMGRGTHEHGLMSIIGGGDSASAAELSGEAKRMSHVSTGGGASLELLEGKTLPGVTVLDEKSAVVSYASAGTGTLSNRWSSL
#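 Luminescent ATP detection (Kinase-Glo Plus) follows a 60-minute room-temperature incubation, with wells lacking PGK as controls. Buffer: 100 mM TEA (pH 7.6), 5 mM MgCl2, 0.01% Tween-20. Coupling enzyme GAPDH (100 nM final) supplies unstable 1,3-BPG in-well.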
# PI4K2A inh: qHTS for small molecular inhibitors of PI4K2A; Phosphatidylinositol 4-kinase type 2-alpha (Homo sapiens), Q9BTU6; actives 0.13% (n = 420,000); purified PI4K2A, ADP-Glo luminescence, 1 h; stronger effect = lower value; AID 1346378, 2018; activity change, negative = inhibition, % at 76.9 µM; in the data active = activity change below about -50%; inconclusive = mostly about -30% to -49%;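 note: -100% = wells without enzyme as full effect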
#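 PI4K2A activity was measured by ADP-Glo luminescence: enzyme (4 ug/mL stock) and phosphatidylinositol (1.2 mM stock) in Tris pH 7.5/MgCl2/EGTA/Triton X-100 buffer were reacted with ATP (300 microM stock) for one hour at ambient temperature.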
# HP1b chromo inh: HTS for Inhibitors of HP1-beta Chromodomain Interactions with Methylated Histone Tails | Chromobox protein homolog 1 (Homo sapiens), P83916 | AlphaScreen HP1-beta / biotin-H3K9me3 peptide binding | Potency, µM (top dose mostly 114 µM), for the others: at the top dose activity change, negative = inhibition, usual class: inhibitors | actives 0.56% (n = 390,000); note: potency is the fitted concentration of half-maximal effect; nearly all actives have a fitted effect of over 70% in size; inactives centre near 23
#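 Compound inhibition of the preformed complex between 50 nM HP1-beta and 50 nM biotinylated H3K9me3 peptide was read by AlphaScreen. Buffer was PBS pH 7.4 with 0.01% Tween-20. Incubations ran 30 min at room temperature, with 10 ug/mL donor/acceptor beads.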
# GLS inhibitor: qHTS for Inhibitors of Glutaminase (GLS) | Glutaminase kidney isoform, mitochondrial (Homo sapiens), O94925 | GLS enzymatic activity, qHTS titration | Potency, µM (highest dose often 45.5 µM), for inactives: at the highest dose activity change, negative = inhibition, most hits filed as inhibitors | actives 0.21% (n = 410,000) | AID 624170, 2012; note: potency is the fitted concentration of half-maximal effect; % is set by controls: 0 for no effect and ±100 for the full control effect
#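 hKGA in 45 mM KH2PO4 pH 8.2, 0.02% Tween-20 with pin-transferred compounds; 1 mM L-glutamine (stock) plus glutamate oxidase/HRP/Amplex Red coupling added. Fluorescence read initially and after 30 min at RT.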
# Pin1 inh: qHTS Assay to Find Inhibitors of Pin1. Peptidyl-prolyl cis-trans isomerase NIMA-interacting 1 (Homo sapiens), Q13526. Pin1 FP peptide displacement, HiFluor488, 10 min. Potency, µM (highest dose often 115 µM), for the others: top-dose activity, negative = inhibition, usual class: inhibitors. actives 0.009% (n = 390,000). AID 504891, 2011; active = well fitted inhibition curve with a large enough effect in the polarisation, with a control signal flat, not every such curve was filed as active; inconclusive = small, poorly fitted or top-dose-only effect, or effect the other way, or a change in a side signal; inactive = no such curve, though single readings can be large or run the other way; the % refers to the polarisation; note: potency is the fitted concentration of half-maximal effect; % is set by controls: 0 for no effect and ±100 for the full control effect
# TrxR1 inh: qHTS Assay for Inhibitors of Mammalian Selenoprotein Thioredoxin Reductase 1 (TrxR1): qHTS; recombinant rTrxR1, NADPH fluorescence consumption, selenite substrate; Potency, µM (series often up to 114 µM), without a hit: at the top dose activity change, negative = inhibition, actives largely listed as inhibitors; actives 1% (n = 390,000); Thioredoxin reductase 1, cytoplasmic (Rattus norvegicus), O89049; note: potency is the fitted concentration of half-maximal effect; % is set by controls: 0 for no effect and ±100 for the full control effect; nearly all actives have a fitted effect of over 65% in size
# Target sequence (O89049 whole entry, looked up): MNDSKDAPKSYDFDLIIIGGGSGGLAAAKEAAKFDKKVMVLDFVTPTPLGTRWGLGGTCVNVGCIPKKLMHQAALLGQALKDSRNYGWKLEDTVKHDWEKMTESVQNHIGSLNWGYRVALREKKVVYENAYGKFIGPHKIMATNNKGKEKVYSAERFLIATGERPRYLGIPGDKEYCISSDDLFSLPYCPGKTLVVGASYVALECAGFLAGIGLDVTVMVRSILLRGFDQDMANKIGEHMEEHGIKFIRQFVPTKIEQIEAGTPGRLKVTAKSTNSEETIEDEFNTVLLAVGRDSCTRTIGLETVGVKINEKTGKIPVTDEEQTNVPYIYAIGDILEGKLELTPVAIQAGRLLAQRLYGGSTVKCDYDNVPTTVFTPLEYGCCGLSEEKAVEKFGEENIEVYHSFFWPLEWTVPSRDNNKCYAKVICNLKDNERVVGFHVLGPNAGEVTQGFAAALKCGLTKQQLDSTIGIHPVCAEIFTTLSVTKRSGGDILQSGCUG
#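 Rat TrxR1 (90 nM in the dispensed reagent) was pre-reduced with 400 uM NADPH for 5 min at room temperature, then incubated with compound for 15 min. After 400 uM selenite was added, NADPH fluorescence (Ex 340/Em 450 nm) was followed for 8 min.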
# USP1-UAF1 inh: Inhibitors of USP1/UAF1: Primary Screen | Ubiquitin carboxyl-terminal hydrolase 1 (Homo sapiens), O94782 | recombinant USP1/UAF1, Ub-Rhodamine cleavage fluorescence | Potency, µM (highest dose often 57.1 µM), for the others: at the highest dose activity change, negative = inhibition, usual class: inhibitors | actives 0.23% (n = 390,000); note: potency is the fitted concentration of half-maximal effect; % is set by controls: 0 for no effect and ±100 for the full control effect; nearly all actives have a fitted effect of over 60% in size; inactives centre near -12
#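 Step one: compound is pinned into 1nM USP1/UAF1 in HEPES pH 7.8 buffer with TCEP. Step two: 15 min room-temperature incubation. Step three: Ub-Rho (150nM final) starts cleavage, tracked by fluorescence over six one-minute reads.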
# TrxR1 substrate: qHTS Assay for Substrates of Mammalian Selenoprotein Thioredoxin Reductase 1 (TrxR1): qHTS | Thioredoxin reductase 1, cytoplasmic (Rattus norvegicus), O89049 | purified TrxR1 substrate turnover, NADPH consumption readout | Potency, µM (top dose mostly 114 µM), without a hit: at the top dose activity change, negative = substrate turnover | actives 0.01% (n = 390,000); note: potency is the fitted concentration of half-maximal effect; % is set by controls: 0 for no effect and ±100 for the full control effect; nearly all actives have a fitted effect of over 50% in size
#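 Rat TrxR1, dispensed at 90 nM, was prereduced with 400 uM NADPH (final) for 5 min at ~22 deg C, then incubated with compound 15 min before 400 uM selenite. A first-read NADPH fluorescence drop versus no-compound background flagged substrates.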
# Starred values were filed as active, the others as inactive; i = inactive; ? = inconclusive; · = no result given; [ ] = another dose, or the depositor's remark. Unless noted, calls come from the whole dose curve; as a rule, active = well fitted curve in the direction sought with a large enough effect; inconclusive = small, poorly fitted or top-dose-only effect, or another doubt; inactive = no such curve, though single readings can be large; an effect the other way counts as inactive or inconclusive. These rows are one share of the data. The share of hits here may be higher or lower than overall.
SMILES,IDH1 R132H inh,Tb PGK inh,PI4K2A inh,HP1b chromo inh,GLS inhibitor,Pin1 inh,TrxR1 inh,USP1-UAF1 inh,TrxR1 substrate
CCOc1cc(/C=N/N=C(N)N)ccc1OCc1ccc(Cl)cc1,2.0%,-7.5%,1.4,-11.4%,-2.3%,3.1%,5.4%,-9.3%,-2.4%
Cc1ccc(C)c(NC(=O)C2CC(O)CN2C(=O)OCc2ccccc2)c1 (centres undefined),0.3%,7.7%,0.3,30.2%[activator],4.7%,-7.0%,-3.7%,-14.8%,9.4%[57.1 µM]
COc1cccc(NS(=O)(=O)c2ccc3c(c2)N(C)C(=O)CC(=O)N3C)c1,0.0%,2.8%,-1.9,21.8%,-5.6%,-6.0%,19.6%,-1.6%,7.4%
O=C(Cn1nnc(-c2ccccc2Cl)n1)Nc1ccc(Br)cc1,27.0%,-9.2%,3.9,19.6%,-13.5%,20.2%,11.1%,-15.5%,-3.9%
Cc1ccccc1S(=O)(=O)c1c(C)cc(C)n(C)c1=O,5.9%,i,6.4,48.1%[activator],0.6%,1.9%,-20.1%[57.1 µM],-7.9%,-1.3%[57.1 µM]
O=C(c1ccco1)N(CCO)Cc1cc2cc3c(cc2[nH]c1=O)OCO3,-1.8%,3.6%,1.1,41.3%[activator],-4.4%,-1.3%,2.4%[57.1 µM],-18.0%,51.4%
CNC(=S)N1N=C(c2ccc(C)cc2)CC1c1ccc(N(C)C)cc1 (centres undefined),-0.7%,0.8%,4.9,50.1µM*,17.8%,60.4%[activator],8.5%[57.1 µM],-21.9%,-8.9%
COc1ccc(C(=O)CCc2ccccc2O)c(OC)c1,3.8%,6.0%,-0.3,29.6%,?,-1.1%,-6.4%,-7.2%,-3.7%
Cc1cc(C(=O)COC(=O)c2cccs2)c(C)n1-c1c(C)n(C)n(-c2ccccc2)c1=O,1.4%,-9.8%,5.8,-10.1%,-0.2%,2.7%,12.5%[57.1 µM],-7.0%,-4.4%
CS(=O)(=O)c1ccc(Cl)c(NC(=O)CCN2C(=O)C3CC=CCC3C2=O)c1 (centres undefined),-13.6%,-0.2%,0.5,55.0%[activator],-3.8%,1.5%,19.2%,-8.2%,-1.0%
COC(=O)C(Cc1c[nH]c2ccccc12)NC(=O)c1cccs1 (centres undefined),1.0%,i,-1.7,31.2%,-2.2%,-10.4%,17.6%,-12.5%,-3.6%
SC(COCc1ccccc1)CN1CCN(Cc2ccc3c(c2)OCO3)CC1 (centres undefined),-3.6%,i,-6.5,5.3%,5.8%,15.6%,12.0%,-25.5%,-0.4%
Cc1cc(C)cc(NC(=O)CSc2nnc(Cn3c(=O)sc4ccccc43)n2C)c1,-5.8%,-8.0%,1.5,8.5%,3.8%,8.5%,17.1%,-7.7%,-2.6%
CCN(CC)S(=O)(=O)c1ccc(C(=O)Nc2c3c(nn2C(C)(C)C)CS(=O)(=O)C3)cc1,-3.8%,-8.1%,1.6,42.3%,0.0%,-1.7%,18.4%,-15.9%,1.1%
O=C(CNCCc1ccccc1)N1CCc2ccccc2C1,1.5%,4.0%,-1.7,?,-6.2%,-3.5%,6.6%[57.1 µM],?,0.3%[57.1 µM]
Cc1ccc(C)c(N2CCN(CCCNC(=O)CCn3c(=O)c4cccn4c4cccnc43)CC2)c1,-11.8%,5.3%,0.3,23.8%,-17.2%,-2.8%,18.8%,-29.7%,5.2%
CC(NC(=O)Cn1nc(-c2ccccc2)c2ccccc2c1=O)c1ccccc1 (centres undefined),-5.0%,6.5%,10.1,16.1%,4.1%,-2.6%,-3.3%[57.1 µM],-8.4%,-4.3%[57.1 µM]
O=C1Nc2ccc(Cl)cc2C(=O)C1(F)c1ccccc1 (centres undefined),2.3%,-3.3%,-4.2,39.8%,4.6%,-2.5%,8.8%[57.1 µM],-15.9%,3.9%[2.29 µM]
COC(=O)c1ccc(NC(=O)CN2C(=O)c3cccc4cccc2c34)cc1,0.0%,i,1.1,36.9%,1.1%,0.9%,8.8%,-10.1%,-2.7%
CCC(Oc1ccccc1)C(=O)Nc1cc(C(F)(F)F)ccc1N1CCOCC1 (centres undefined),1.5%,-4.4%,-4.5,55.1%[activator],3.8%,?,13.9%,-5.4%,-8.9%
CCOC(=O)c1c(C)c(C(=O)NC(C)COC)c(C)n1CC (centres undefined),10.2%,-2.0%,1.0,20.0%,1.9%,-6.4%,14.7%,-8.8%,8.7%
O=C(O)C(=Cc1ccc([N+](=O)[O-])cc1)CCc1ccccc1,-11.1%,i,0.6,·,11.1%,·,·,-22.8%,·
COc1ccc(S(=O)(=O)N2CCOCC2)cc1C(=O)NCc1ccccc1CN1CCCC1,10.5%,-5.5%,5.2,18.3%,13.9%,-1.4%,-11.3%,-13.6%,-8.4%
O=C(NCc1ccc(F)cc1)C1CCN(S(=O)(=O)c2ccc3c(c2)CCCN3C(=O)C2CCC2)CC1,-5.5%,-3.9%,-3.0,11.9%[57 µM],-5.1%,0.0%,21.2%[57.1 µM],-24.2%,5.3%[57.1 µM]
CC(=O)N1c2ccccc2N(Cc2ccc(C)cc2C)C(=O)C1(C)C,-4.5%,-5.6%,2.4,39.6%[activator],1.2%,?,24.2%,-10.9%,1.4%
CN(C[C@H](Cc1ccccc1)N(C[C@H](c1ccccc1)N(CCc1ccccc1)N=O)N=O)N=O,-2.1%,-4.5%,-2.0,30.3%,-1.3%,1.2%,-0.3%,-26.4%,0.3%
COc1ccc(C(=O)Nc2cnccn2)cc1[N+](=O)[O-],-12.5%,2.3%,1.9,30.2%,-0.5%,-0.1%,10.4%,-13.3%,1.3%
CC1=NN(c2ccc(Cl)cc2)C(=O)C1C(c1cccc(O)c1)c1c(C)[nH]n(-c2ccc(Cl)cc2)c1=O (centres undefined),-15.9%,-3.0%,-14.5,?,25.1%,-1.8%,?,-10.8%,7.4%[57.1 µM]
CN(C)c1ccc(CNc2ccccn2)cc1,6.5%,-2.4%,7.4,-14.3%,30.4%[activator],0.6%,9.4%,-10.3%,-4.1%
COc1ccc(CNC(=O)C2CC(C)=C(C)CC2C(=O)O)cc1OC (centres undefined),1.0%,7.7%,1.7,42.8%[activator],-2.2%,0.0%,24.7%,-25.3%,2.9%
O=C(CCn1cnc2ccccc2c1=O)Nc1nc2c(s1)CCCC2,2.7%,-0.8%,7.8,25.5%,10.0%,-0.7%,7.6%,-16.0%,0.4%[57.1 µM]
CCN(CCC#N)c1ccc(/C=N/Nc2nc(C)cc(=O)[nH]2)c(C)c1,10.7%,i,2.6,24.5%,0.0%,-12.2%,-3.0%,-24.1%,19.1%
O=C(NCCn1cc(SCc2ccc(C(F)(F)F)cc2)c2ccccc21)c1ccccc1F,-14.2%,-1.7%,1.3,30.9%[activator],3.1%,-15.2%,30.5%,-25.6%,1.1%
COc1ccc(CNC(=O)CN(C(=O)c2csnn2)c2cnc3ccccc3c2)cc1,1.9%,-0.6%,4.3,1.0%,3.2%,1.3%,16.5%[0.0914 µM],-10.9%,11.5%[0.0914 µM]
COc1ccc(NC(=O)CCCCCN2C(=O)c3cccc([N+](=O)[O-])c3C2=O)c(OC)c1,-0.1%,3.8%,3.2,0.5%,-0.8%,-7.3%,18.5%,-16.4%,2.7%
Cn1ccc2cc(S(=O)(=O)N3CCC(C(=O)NCCc4ccccc4)CC3)ccc21,-5.7%,2.1%,0.2,22.9%[57 µM],2.8%,3.1%,4.5%[57.1 µM],-4.4%,0.8%[57.1 µM]
Cc1cccc(OCc2nnc(SCC(=O)Nc3cc(C)on3)n2C)c1,0.3%,-9.7%,1.1,32.9%,-0.9%,-1.0%,15.8%,-12.4%,5.2%
O=C(COCc1cc(-c2cccs2)on1)Nc1ccc(OC(F)(F)F)cc1,-7.6%,i,-1.4,14.5%,-11.3%,1.7%,3.8%,?,-5.4%
CC(=O)Nc1ccc(Nc2ncnc3c2cnn3C)cc1,-7.7%,-0.5%,-4.3,37.2%,1.3%,-7.7%,6.8%[57.1 µM],-12.1%,-2.7%[57.1 µM]

# High-throughput results: PubChem BioAssay, National Center for Advancing Translational Sciences (NCATS)
